Measles CPE: protection of cells from measles virus. Measles virus-infected cells, CPE protection, absorbance. protection (pct of control), % at 4 µM. actives 1.5% (n = 140,000). AID 841; in the data active means protection mostly above about 24%, no sharp cut-off; inactive means mostly below about 26%; further: some compounds called inactive have numbers as strong as hits
Yeast lifespan up: yeast lifespan extension | S. cerevisiae growth with nicotinamide, OD615; deaD strain in restrictive glucose medium | inhibition of the nicotinamide effect, % at 10 µM | actives 0.68% (n = 130,000);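 active means inhibition above a set limit, placed 3 SD over the median of all compounds, cut at about 26% in these data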;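 further: 0% = nicotinamide-treated wells and 100% = cells grown without nicotinamide; some compounds called inactive have numbers as strong as hits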
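Test system – modified budding yeast, DeaD strain · Compound – single dose 10 µM compound, 0.25% DMSO · Times – culture preincubation 4 h, compound exposure 48 h, both 30 °C · Detection – optical density (absorbance) at 615 nm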
PTEN del growth: suppresses growth of cells with PTEN deletion | HCT116 PTEN-null viability, CellTiter-Glo, 60 h; hits give low values | viability, % at 10 µM | actives 1.2% (n = 140,000);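 active means viability at or below a set limit, 4 SD under the median of all tested compounds, cut at about 3.7% in these data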;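 further: PTEN knockout HCT116 line with beta catenin targeted HCT116 as companion control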
GALR2 antag: antagonists of human galanin receptor 2 (GALR2); actives 0.39% (n = 140,000); O43603; inhibition, % at 4 µM; AID 828; GALR2-expressing cells, antagonist mode; in the data active means inhibition above about 27%;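 further: cells stimulated with galanin 1-16 at roughly its EC80; 0% = agonist challenge control and 100% = basal control without agonist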
Target sequence (O43603 whole entry, looked up): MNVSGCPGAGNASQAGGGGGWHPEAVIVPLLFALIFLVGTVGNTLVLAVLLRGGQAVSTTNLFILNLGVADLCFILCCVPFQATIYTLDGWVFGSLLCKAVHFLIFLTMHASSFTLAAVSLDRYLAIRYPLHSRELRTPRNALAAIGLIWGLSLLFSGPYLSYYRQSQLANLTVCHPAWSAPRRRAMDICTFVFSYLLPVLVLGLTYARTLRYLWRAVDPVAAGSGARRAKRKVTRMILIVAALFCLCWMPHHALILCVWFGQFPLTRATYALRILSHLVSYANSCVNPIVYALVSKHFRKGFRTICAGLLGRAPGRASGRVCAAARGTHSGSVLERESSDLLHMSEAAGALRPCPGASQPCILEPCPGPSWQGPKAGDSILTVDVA
MRP1 act: activators of MRP-1. H69AR cells + doxorubicin, viability rescue, CellTiter-Glo. viability increase, % at 10 µM. actives 0.61% (n = 140,000). AID 799;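 active means viability gain under doxorubicin at or above a set limit, the compound median plus 3 SD, cut at about 4.7% in these data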;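 further: MRP-1 overexpressing cells given doxorubicin 25 µM after compound pretreatment; 18-22 h compound pretreatment then 72 h with doxorubicin before readout; 0% = doxorubicin-only wells and 100% = vehicle-treated cells without doxorubicin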
bCat KO growth: beta-catenin-lacking colon tumor cell growth suppression; HCT116 beta-catenin knockout viability, CellTiter-Glo, 60 h; hits give low values; viability, % at 10 µM; actives 1.5% (n = 140,000);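 active means viability at or under a set limit, the compound median less 4 SD, cut at about 6% in these data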;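 further: 0% = Hyamine 1622 control at 20 µM and 100% = untreated cell control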
E-sel TNF inh: blocks E-selectin expression induced by TNF alpha. HUVEC TNFa-induced E-selectin immunofluorescence, high content. inhibition, % at 2 µM. actives 0.71% (n = 120,000). AID 1246;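 active means inhibition above the batch mean plus 3 SD, and confirmed as a hit on visual image review, cut at about 43% in these data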;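 further: 0% = TNF-stimulated DMSO wells and 100% = unstimulated control wells; not every result past the cut was called active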
NPY-Y2 antag: antagonists of human neuropeptide Y receptor Y2 | inhibition, % at 2.7 µM | AID 793 | NPY-Y2 expressing cells, antagonist mode | actives 0.99% (n = 140,000) | P49146; in the data active means inhibition above about 17%;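 further: 0% = vehicle with agonist challenge and 100% = reference antagonist with challenge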
Target sequence (P49146 whole entry, looked up): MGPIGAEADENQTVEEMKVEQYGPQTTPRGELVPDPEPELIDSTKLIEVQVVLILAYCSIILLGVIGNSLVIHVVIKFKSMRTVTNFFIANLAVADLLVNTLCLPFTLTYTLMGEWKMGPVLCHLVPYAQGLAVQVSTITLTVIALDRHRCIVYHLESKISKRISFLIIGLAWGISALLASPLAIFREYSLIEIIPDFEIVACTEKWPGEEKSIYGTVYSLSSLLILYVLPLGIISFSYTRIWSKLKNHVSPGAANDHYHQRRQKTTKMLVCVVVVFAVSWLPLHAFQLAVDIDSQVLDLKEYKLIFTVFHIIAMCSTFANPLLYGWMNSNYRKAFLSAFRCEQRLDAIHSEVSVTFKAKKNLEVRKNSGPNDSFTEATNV
Phagocytosis inh: inhibitors of macrophage phagocytosis. J774A.1 macrophage IgG-bead phagocytosis, imaging. actives 0.07% (n = 110,000). inhibition, % at 5 µM. AID 1029;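 active means inhibition above the mean of the plate negative controls plus 5 SD, cut at about 13% in these data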;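 further: phagocytic index as fraction of beads internalized from green versus red external bead signal; plate controls were DMSO negative control for no effect and cytochalasin-D positive control for full effect; some results beyond the cut were filed as inactive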
Yeast growth inh: chemicals that inhibit yeast BB579 growth in restrictive medium (lifespan-shortening candidates); S. cerevisiae BB579 growth, OD615, 48 h; inhibition, % at 10 µM; actives 0.51% (n = 140,000);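 active means inhibition above a set limit, 3 SD over the mean compound inhibition, cut at about 44% in these data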; further: inactives centre near -24
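Test system: DeaD yeast strain BB579 / Buffer or medium: restrictive glucose-based CSMM-D medium / Doses: single 10 µM dose / Schedule: 4 h cell preincubation, 48 h compound exposure, 30 °C humidified / Technique: culture absorbance at 615 nm / Controls: amphotericin B positive control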
* hit, by the source's call; . = not tested or not shown.

SMILES | Measles CPE | Yeast lifespan up | PTEN del growth | GALR2 antag | MRP1 act | bCat KO growth | E-sel TNF inh | NPY-Y2 antag | Phagocytosis inh | Yeast growth inh
Cc1ccc(Cn2ccc(NC(=O)c3cc(C(C)C)on3)n2)cc1 | 10.8 | -6.1 | 104.4 | 13.0 | 0.0 | 98.0 | . | 3.9 | -0.2 | -84.4
Cc1ccccc1-c1nnc(SCC(=O)Nc2cccc(C)c2C)o1 | 8.1 | -30.6 | 84.9 | -1.6 | -1.8 | 88.1 | -2.7 | 13.4 | -0.4 | -32.0
Cc1cc(OCC(=O)Nc2cccc(S(=O)(=O)NC3=NCCCCC3)c2)ccc1Cl | 18.7 | 1.8 | 90.5 | 8.3 | -0.3 | 99.0 | -27.0 | 8.2 | -4.5 | -27.1
Cc1cc(C(F)(F)F)nc(SCC(=O)NC2CC3CCC2C3)n1 (stereo unspecified) | 6.3 | -3.3 | 97.3 | -0.8 | 0.0 | 84.8 | 11.6 | 5.3 | . | -42.7
Cc1cc(C)c(NC(=O)Cn2cc3c(n2)CCCC3)c(C)c1 | 5.5 | 5.1 | 98.8 | 2.4 | -2.4 | 81.0 | -0.5 | 2.2 | -1.4 | -6.1
O=C1c2cccc(OCC(=O)N3N=C(c4cccs4)CC3c3ccc(F)cc3)c2CCN1Cc1cccnc1 (stereo unspecified) | 18.9 | 13.7 | 44.8 | 6.8 | 0.7 | 68.7 | . | 1.8 | -6.4 | -3.8
Cc1cc(C)cc(N(CC(=O)Nc2c(C)n(C)n(-c3ccccc3)c2=O)S(C)(=O)=O)c1 | 3.8 | -13.7 | 90.3 | -5.2 | -0.6 | 91.7 | . | 1.6 | -1.0 | -10.3
CCC1Oc2ccc(C)cc2N(CC(=O)NCc2ccccc2OC)C1=O (stereo unspecified) | 12.2 | -3.1 | 93.7 | -8.2 | -3.0 | 94.9 | 7.4 | 1.5 | . | -45.2
CC(=O)OC[C@H]1O[C@@H](O/N=C/[C@@H](C)[C@H](OCc2ccccc2)C(C)C)[C@H](OC(C)=O)[C@@H](OC(C)=O)[C@@H]1OC(C)=O | 6.0 | 0.7 | 77.4 | -10.2 | -1.9 | 81.9 | . | 0.6 | . | -15.7
COc1cccc(-c2nc(C(N)=O)c3[nH]c(=O)n(-c4cccc(Cl)c4)c3n2)c1OC | 7.0 | -0.8 | 75.4 | 13.9 | -3.3 | 68.0 | -25.5 | 1.3 | 0.4 | -32.6
OC(C#CCN1CCOCC1)(c1ccccc1)C1CCCCC1 (stereo unspecified) | 5.8 | -7.1 | 84.3 | 14.0 | -1.7 | 71.2 | 7.2 | 1.1 | . | -42.3
CCC(=O)c1ccc(N2CCN(C(=O)c3cc([N+](=O)[O-])ccc3N3CCN(C)CC3)CC2)c(F)c1 | 5.3 | -21.4 | 74.1 | -3.7 | -6.2 | 77.2 | 0.6 | 1.9 | -2.6 | -26.6
CC(=O)OCc1c(C(F)(F)F)nn(C)c1Oc1ccccc1 | 5.0 | -13.1 | 96.4 | 9.3 | -2.6 | 90.4 | . | 5.5 | -1.4 | -52.8
Cc1ccc(C)c(/C(O)=C2\C(=O)C(=O)N(CCCn3ccnc3)C2c2ccncc2)c1 (stereo unspecified) | 25.5 | -19.7 | 104.9 | -2.9 | 7.3* | 99.5 | -11.9 | 2.1 | . | 12.0
O=C(/C=C/c1cccc(F)c1)Nc1cc(S(=O)(=O)N2CCOCC2)ccc1N1CCCC1 | 11.9 | -2.4 | 84.5 | 20.4 | -2.1 | 78.5 | . | 1.4 | . | -18.9
CCn1c(Cc2ccccc2)nnc1SCc1ccc([N+](=O)[O-])cc1 | 8.9 | -5.2 | 85.0 | 0.9 | -3.3 | 80.8 | . | 2.2 | -3.3 | -14.1
CCCCNC(=O)CC1Nc2ccccc2NC1=O (stereo unspecified) | 3.0 | -2.0 | 97.8 | 3.1 | -1.3 | 94.7 | -69.4 | 5.8 | 0.8 | -34.6
CCCOc1ccc(S(=O)(=O)NCCN2CCOCC2)c2ccccc12 | 18.7 | -5.7 | 91.8 | 2.1 | -4.0 | 83.8 | -23.1 | 6.0 | -1.8 | 19.1
COC(=O)N/N=C/c1c[nH]c2ccccc12 | 1.1 | -5.5 | 92.7 | 8.5 | -4.5 | 87.3 | 8.9 | 0.4 | -2.9 | -3.6
CN(C)CCNC=C(C(=O)Nc1ccc(Cl)cc1Cl)C(=O)Nc1ccc(Cl)cc1Cl | 11.5 | -21.0 | 8.0 | -16.1 | -2.0 | 21.4 | -2.1 | 2.5 | -0.3 | 98.9*

Random excerpt: 2 entries already listed, in no set order.
SMILES | Measles CPE | Yeast lifespan up | PTEN del growth | GALR2 antag | MRP1 act | bCat KO growth | E-sel TNF inh | NPY-Y2 antag | Phagocytosis inh | Yeast growth inh
CCC(=O)c1ccc(N2CCN(C(=O)c3cc([N+](=O)[O-])ccc3N3CCN(C)CC3)CC2)c(F)c1 | 5.3 | -21.4 | 74.1 | -3.7 | -6.2 | 77.2 | 0.6 | 1.9 | -2.6 | -26.6
CCC1Oc2ccc(C)cc2N(CC(=O)NCc2ccccc2OC)C1=O (stereo unspecified) | 12.2 | -3.1 | 93.7 | -8.2 | -3.0 | 94.9 | 7.4 | 1.5 | . | -45.2

Complete entries, looked up by structure. Order of screens: Measles CPE | Yeast lifespan up | PTEN del growth | GALR2 antag | MRP1 act | bCat KO growth | E-sel TNF inh | NPY-Y2 antag | Phagocytosis inh | Yeast growth inh
`COC(=O)N/N=C/c1c[nH]c2ccccc12` is listed as 1.1 | -5.5 | 92.7 | 8.5 | -4.5 | 87.3 | 8.9 | 0.4 | -2.9 | -3.6
`Cc1ccccc1-c1nnc(SCC(=O)Nc2cccc(C)c2C)o1` is listed as 8.1 | -30.6 | 84.9 | -1.6 | -1.8 | 88.1 | -2.7 | 13.4 | -0.4 | -32.0

Later entries
SMILES | Measles CPE | Yeast lifespan up | PTEN del growth | GALR2 antag | MRP1 act | bCat KO growth | E-sel TNF inh | NPY-Y2 antag | Phagocytosis inh | Yeast growth inh
NC(=O)C1CCN(C(=O)COc2ccc3ccccc3c2)CC1 | 12.2 | . | 85.7 | -3.8 | -4.3 | 89.9 | -11.1 | 4.6 | . | -7.9
CC1CCN(c2cc(=O)n(C3CCCCC3)c(=O)[nH]2)CC1 | 3.7 | -3.8 | 93.1 | -3.8 | -3.8 | 84.9 | . | -0.4 | -0.6 | 9.7
CCNc1ccc(Br)cc(C(=O)/C=C/c2ccc(Cl)cc2Cl)c1=O | 5.1 | . | 2.2* | 9.4 | -8.6 | 2.5* | -10.7 | 5.3 | . | -52.3
CN(c1ccccc1)S(=O)(=O)c1ccc(NC(=S)Nc2ccccc2)cc1 | 9.5 | -6.8 | 96.1 | 2.6 | -3.5 | 95.8 | 87.4* | -0.1 | . | -24.5
O=C(NCCN1CCOCC1)C1CCN(S(=O)(=O)N2CCCCC2)CC1 | 4.6 | -2.4 | 94.3 | 6.3 | -0.5 | 93.0 | . | 0.4 | -1.9 | -4.6
O=C(Nc1cccc(C(F)(F)F)c1)/C(=C\c1ccco1)NC(=O)c1cccs1 | 5.3 | 4.1 | 19.5 | 5.5 | -3.1 | 32.6 | -16.2 | -3.0 | -5.1 | -71.3
COc1ccccc1NS(=O)(=O)c1cccc(C(=O)N/N=C/c2cn(-c3ccccc3)nc2-c2ccccc2)c1 | 20.9 | 6.5 | 11.6 | -0.6 | -2.1 | 16.9 | 19.6 | -0.3 | 3.5 | -30.6
COc1ccc(NC(=S)NCCc2ccccc2OC)c(OC)c1 | 7.4 | -10.0 | 56.2 | -6.3 | -1.1 | 56.8 | -5.4 | 4.6 | . | -2.6
CC(C)C(NC(=O)c1cccs1)c1nnc(SCC(=O)Nc2nccs2)n1C (stereo unspecified) | 19.1 | -3.1 | 103.5 | 10.2 | -1.9 | 98.3 | 1.3 | -1.4 | -1.5 | -5.2
Cc1nc(NC(=O)CN2CCOCC2)sc1-c1ccccc1 | 12.3 | -14.8 | 80.1 | -6.2 | -0.3 | 87.4 | . | 3.5 | 0.0 | -50.7
O=C(c1cnn2c(C(F)(F)F)cc(-c3ccccc3)nc12)N1CCCc2ccccc21 | 25.9 | 3.6 | 98.0 | 5.8 | -2.1 | 93.8 | 19.2 | 1.6 | 1.6 | 2.2
O=C(Nc1ccc(Cc2ccncc2)cc1)c1ccc(Br)o1 | 20.3 | -14.7 | 111.8 | 5.1 | -0.3 | 94.3 | 16.0 | 0.9 | -0.2 | -56.2
COc1ccc(OC)c(CCNC(=O)CC2Oc3ccccc3NC2=O)c1 (stereo unspecified) | 12.0 | -4.8 | 92.3 | -11.8 | -2.9 | 96.3 | . | 1.8 | -0.4 | -26.0
COc1ccc(OC)c2c(C)cc(C)nc12 | 11.5 | 3.0 | 89.7 | -1.8 | -2.4 | 88.3 | 4.6 | 3.0 | 0.5 | -63.5
COc1ccccc1-c1cc2ccccc2[nH]1 | 6.5 | . | 82.0 | 7.0 | -5.0 | 74.7 | -20.0 | 0.9 | . | -31.1
CCc1[nH]nc2c1C1(C(=O)N(Cc3ccccc3)c3ccccc31)C(C#N)=C(N)O2 (stereo unspecified) | 10.2 | -5.3 | 76.3 | 16.3 | -2.8 | 79.1 | -19.6 | 0.5 | 2.5 | -26.9
CCOc1ccc2[nH]c(=O)c(CN(Cc3ccco3)Cc3nnnn3Cc3ccccc3)cc2c1 | 3.3 | -24.4 | 62.2 | -7.1 | -5.6 | 72.2 | 13.9 | 7.0 | -0.6 | -26.5
CN1C(=O)NC2(O)C(=O)c3ccccc3C12O (stereo unspecified) | 3.3 | . | 91.1 | 5.9 | -1.4 | 86.3 | 23.2 | 18.9* | . | -12.2
CCN1CCN(C(=O)C(C)N(c2ccc(C)cc2)S(C)(=O)=O)CC1 (stereo unspecified) | 19.0 | 18.6 | 85.0 | 13.5 | -1.9 | 87.1 | -9.3 | 3.5 | -0.9 | -36.9
O=c1cc(CSc2nnnn2-c2ccccc2)nc2nc[nH]n12 | 10.8 | -3.0 | 104.1 | 3.0 | -0.6 | 108.3 | -12.3 | 1.4 | -1.8 | -72.4
CCCn1c(SCC(=O)Nc2nc(C)cs2)nnc1-c1cccnc1 | 10.7 | -8.2 | 97.0 | 5.2 | -2.9 | 95.6 | 9.8 | 1.5 | 4.8 | -6.0
COc1ccc(CCN2C(=O)C3C4CC(C5C(C(=O)O)=NOC45)C3C2=O)cc1OC (stereo unspecified) | 10.5 | -3.3 | 103.9 | -8.0 | -0.5 | 107.0 | -2.7 | -2.6 | -0.1 | -60.5
CC(C)(S)[C@@H](N)C(=O)O | 8.9 | 4.2 | 97.2 | -6.0 | -0.3 | 89.8 | . | 3.6 | . | -7.0
CCOC(=O)c1[nH]c(C)c(C(=O)NC2CCCCCC2)c1C | 8.9 | -5.4 | 88.3 | -10.1 | -2.3 | 87.4 | -19.3 | 1.6 | . | -25.1
Cc1ccc(N(CC(=O)Nc2ccc(S(=O)(=O)N3CCOCC3)cc2)S(C)(=O)=O)cc1C | 4.8 | -9.2 | 101.8 | 6.8 | -1.4 | 94.7 | 9.3 | -1.5 | -0.3 | -25.0
CCS(=O)(=O)Nc1c(C)n(C)n(-c2ccccc2)c1=O | 15.1 | -4.0 | 94.0 | -0.8 | 0.1 | 99.4 | -11.1 | 1.7 | -1.0 | -2.3

From PubChem BioAssay

Compounds as they come; any-hit rate near 6.4%.
